Assay outcomes (PubChem BioAssay)
RORgamma inh – qHTS for inhibitors of ROR gamma transcriptional activity | Nuclear receptor ROR-gamma (Mus musculus), P51450 | Drosophila S2 Gal4-RORgamma UAS-luciferase reporter, 20 h | Potency, µM (doses to about 53.6 µM), inactives show at the top dose activity change, negative = inhibition, usual class: inhibitors | 310,000 tested, 5.4% active; note: potency is the fitted concentration of half-maximal effect; % is set by controls: 0 for no effect and ±100 for the full control effect; nearly all actives have a fitted effect of over 60% in size
Target sequence (P51450 whole entry, looked up, the tested form may be a part): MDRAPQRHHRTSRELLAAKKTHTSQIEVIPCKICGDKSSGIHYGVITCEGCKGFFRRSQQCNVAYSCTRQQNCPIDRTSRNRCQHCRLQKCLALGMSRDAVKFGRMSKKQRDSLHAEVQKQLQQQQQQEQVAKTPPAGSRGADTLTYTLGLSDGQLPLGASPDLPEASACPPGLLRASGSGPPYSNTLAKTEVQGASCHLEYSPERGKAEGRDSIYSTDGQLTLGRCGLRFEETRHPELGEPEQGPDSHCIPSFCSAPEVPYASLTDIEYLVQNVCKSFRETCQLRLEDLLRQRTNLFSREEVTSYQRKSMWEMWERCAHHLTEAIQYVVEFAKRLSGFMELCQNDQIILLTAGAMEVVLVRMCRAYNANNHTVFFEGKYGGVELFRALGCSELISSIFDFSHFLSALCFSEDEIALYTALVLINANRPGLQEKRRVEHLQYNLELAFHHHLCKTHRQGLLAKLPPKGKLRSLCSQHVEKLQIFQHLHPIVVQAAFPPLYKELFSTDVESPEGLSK
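Drosophila S2 cells stably expressing Gal4-DBD/mouse RORγ fusion under metallothionein promoter plus UAS-luciferase; compound 1 h, then 700 uM CuSO4 induction for 20 h at ambient temperature; inhibition read as reduced luminescence.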
NPC1 prom act – qHTS Assay for NPC1 Promoter Activators; Huh7 NPC1 promoter luciferase reporter, 24 h; Potency, µM (highest dose often 9.22 µM), for the others: top-dose activation, most hits filed as activators; 320,000 tested, 2.4% active; AID 485313, 2010;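 note: potency is the fitted concentration of half-maximal effect; % of control where 0% means no effect; nearly all actives have a fitted effect of over 60% in size; reporter is driven by a mutant NPC1 promoter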
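Luminescence read-out of NPC1 promoter-driven luciferase in stably transfected Huh7 cells; compounds delivered in DMSO and left 24 h at 37C, 5% CO2, qHTS titration format.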
Gal4-VP16 FLuc – VP16 counterscreen qHTS for inhibitors of ROR gamma transcriptional activity. Drosophila S2 Gal4-VP16 UAS-luciferase, luminescence, 20 h. Potency, µM (highest dose often 53.6 µM), inactives show at the top dose activity, negative = inhibition, usual class: inhibitors. 310,000 tested, 3.5% active. AID 2546, 2010;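 note: Gal4-VP16 expression switched on by copper sulfate through the metallothionein promoter; potency is the fitted concentration of half-maximal effect; % is set by controls: 0 for no effect and ±100 for the full control effect; nearly all actives have a fitted effect of over 50% in size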
KCNH2 3.1 block – qHTS for Inhibitors of KCHN2 3.1: Mutant qHTS | 340,000 tested, 0.95% active | U2OS KCNH2 3.1, thallium flux FluxOr; stronger effect = lower value | activity change, % (tested at about 1.8 µM);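 active = maximum activity change below -70%; inconclusive = maximum activity change from -70% to -50%; inactive = maximum activity change above -50%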;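 note: thallium influx rate constant from kinetic fluorescence after stimulation buffer; % is set by controls: 0 for no effect and ±100 for the full control effect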
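Kinetic fluorescence (2 min after stimulation buffer) measures Tl+ influx through KCNH2 3.1 expressed by viral transduction in U2OS cells; the rate constant is normalized against DMSO controls serving as positive and negative references.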
FLuc counter – qHTS profiling assay for firefly luciferase inhibitor/activator using purifed enzyme and Km concentrations of substrates (counterscreen for miR-21 project) | purified FLuc, Km substrates, luminescence inhibition | Luciferin 4-monooxygenase (Photinus pyralis), P08659 | Potency, µM (top dose mostly 57.5 µM), without a hit: top-dose activity change, negative = inhibition, actives largely listed as inhibitors | 360,000 tested, 6.9% active;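 note: potency is the fitted concentration of half-maximal effect; plate controls were vehicle for no effect and reference inhibitor for full effect; nearly all actives have a fitted effect of over 55% in size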
Target sequence (P08659 whole entry, looked up): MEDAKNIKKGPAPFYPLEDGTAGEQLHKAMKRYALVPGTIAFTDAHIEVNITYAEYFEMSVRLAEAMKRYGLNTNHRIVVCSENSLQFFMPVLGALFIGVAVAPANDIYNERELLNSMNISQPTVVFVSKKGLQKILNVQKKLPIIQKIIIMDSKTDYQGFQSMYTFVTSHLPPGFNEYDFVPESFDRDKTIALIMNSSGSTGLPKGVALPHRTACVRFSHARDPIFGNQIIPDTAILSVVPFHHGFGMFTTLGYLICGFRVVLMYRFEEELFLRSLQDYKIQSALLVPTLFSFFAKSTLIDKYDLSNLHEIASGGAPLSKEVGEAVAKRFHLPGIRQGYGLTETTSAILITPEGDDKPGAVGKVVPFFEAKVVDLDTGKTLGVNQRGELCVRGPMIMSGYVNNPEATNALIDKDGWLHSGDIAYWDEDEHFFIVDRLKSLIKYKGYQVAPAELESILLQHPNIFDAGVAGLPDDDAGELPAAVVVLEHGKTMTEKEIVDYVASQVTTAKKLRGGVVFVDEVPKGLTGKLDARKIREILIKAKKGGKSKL
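Biochemical qHTS of compounds, final roughly 60 µM downward over six points, against 10 nM purified firefly luciferase using Km concentrations of substrates (10 uM D-luciferin, 10 uM ATP) in Tris acetate pH 7.5 buffer; luminescence output.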
Tb PFK block – qHTS Assay to Find Inhibitors of T. brucei phosphofructokinase; ATP-dependent 6-phosphofructokinase (Trypanosoma brucei brucei), O15648; T. brucei PFK, ADP-Glo luminescence; Potency, µM (doses to about 57.5 µM), for inactives: top-dose activity, negative = inhibition, usual class: inhibitors; 330,000 tested, 0.17% active; AID 485367, 2010;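 note: potency is the fitted concentration of half-maximal effect; 0% = uninhibited 1x PFK enzyme wells and -100% = no-enzyme wells; nearly all actives have a fitted effect of over 60% in size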
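1.25 nM PFK with 0.5 mM F6P and 0.1 mM ATP in 0.1 M TEA pH 8.0, 5 mM MgCl2, incubated 45 min at room temperature; ADP measured by ADP-Glo luminescence; compounds titrated up to 57 uM.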
Giardia killer – Small Molecules that selectively kill Giardia lamblia: qHTS; Giardia lamblia trophozoite viability; activity change, % at 7.66 µM, hits read low; 340,000 tested, 0.15% active; AID 540267, 2011; in the data active = activity change below about -80%; inconclusive = between about -30% and that limit;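 note: parasites exposed to compound for two days anaerobically before the ATP read; % is set by controls: 0 for no effect and ±100 for the full control effect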
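Each well holds 100 Giardia trophozoites and compound. After two days (48 hrs) at 37 deg C in anaerobic conditions, ATP is quantified by luminescence.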
Rab9 prom act – qHTS Assay for Rab9 Promoter Activators. Potency, µM (doses to about 9.22 µM), inactives show at the top dose activation, negative = inhibition, actives largely listed as activators. Huh7 Rab9 promoter-luciferase reporter, luminescence, 24 h. 320,000 tested, 2.8% active; note: potency is the fitted concentration of half-maximal effect; % of control where 0% means no effect; nearly all actives have a fitted effect of over 60% in size
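Luminescence read-out: Huh7 cells stably expressing Rab9-luciferase, treated 24 h with compound at 37 °C, then lysed with luciferase reagent for 10 min at ambient before reading.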
Coupling enz – qHTS Assay for Inhibitors of Fructose-1,6-bisphosphate Aldolase from Giardia Lamblia: Coupling assay counterscreen. coupling enzyme system counterscreen, AmpLite Red fluorescence. activity change, negative = inhibition, % at 58.2 µM, hits read low. 290,000 tested, 0.67% active; in the data active = activity change below about -30%; note: % is set by controls: 0 for no effect and ±100 for the full control effect
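Compounds tested against the coupling enzymes alone at 57.5 uM final; readout was AmpLite Red fluorescence (525/598 nm) after 20 min at RT.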
uPA surface inh – qHTS for Inhibitors of Cell Surface uPA Generation; Potency, µM (top dose mostly 38.3 µM), for the others: at the highest dose activity change, negative = inhibition, usual class: inhibitors; cell surface uPA generation assay, qHTS; 330,000 tested, 0.31% active; AID 540303, 2011; active = well fitted inhibition curve with a large enough effect; inconclusive = small, poorly fitted or top-dose-only effect; inactive = no such curve, though single readings can be large or run the other way; tested in mouse RAW 264.7 cells; note: potency is the fitted concentration of half-maximal effect; % is set by controls: 0 for no effect and ±100 for the full control effect; nearly all actives have a fitted effect of over 55% in size
ELG1 genotox – qHTS screen for small molecules that induce genotoxicity in human embryonic kidney (HEK293T) cells expressing luciferase-tagged ELG1; HEK293T ELG1-luciferase reporter, luminescence, 16 h; Potency, µM (highest dose often 46 µM), inactives show top-dose activity change, positive = activation, actives largely listed as activators; 330,000 tested, 1.3% active; AID 504466, 2011; note: potency is the fitted concentration of half-maximal effect; % of control where 0% means no effect; nearly all actives have a fitted effect of over 60% in size
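HEK293T cells expressing luciferase-tagged ELG1 were treated with compound or DMSO for 16 hr at 37°C. Luciferase activity was then read after 30 min with ONE-Glo at room temperature; rising signal flags genetic stress.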
The depositor's hits bear a star; u = inconclusive; x = not tested or not shown; & = joins results of further samples; [ ] = another dose, or the depositor's remark. Unless noted, calls come from the whole dose curve; as a rule, active = well fitted curve in the direction sought with a large enough effect; inconclusive = small, poorly fitted or top-dose-only effect, or another doubt; inactive = no such curve, though single readings can be large; an effect the other way counts as inactive or inconclusive.

Labels used below: A = RORgamma inh; B = NPC1 prom act; C = Gal4-VP16 FLuc; D = KCNH2 3.1 block; E = FLuc counter; F = Tb PFK block; G = Giardia killer; H = Rab9 prom act; I = Coupling enz; J = uPA surface inh; K = ELG1 genotox
Cc1onc(-c2ccccc2)c1C(=O)OCC(=O)Nc1cccc(Cl)c1
  A: x	B: 1%	C: x	D: 12	E: 1%	F: -7%	G: -12	H: -2%	I: x	J: -2%	K: -9%
O=C1NC(=O)/C(=C/c2ccc(N3CCOCC3)o2)N1
  A: 1%	B: -1%	C: -8%	D: 4	E: -2%	F: 2%	G: -9	H: 0%	I: -30	J: -3%	K: 1%
N#Cc1c(-c2ccccc2)cc(-c2ccccc2)nc1Br
  A: -14%	B: -2%	C: -5%	D: -9	E: -9%	F: 1%	G: -7	H: -6%	I: 4	J: -7%	K: 2%
COc1ccc(CN2C(=NC(=O)C3CC3)SC3CS(=O)(=O)CC32)cc1OC (centres undefined)
  A: 1%	B: -1%	C: 0%	D: 36	E: 1%	F: 2%	G: 7	H: -4%	I: 0	J: 3%	K: 4%
COC(=O)c1ccc(COc2cc([N+](=O)[O-])cc3cccnc23)cc1
  A: 14%	B: 1%	C: 7%	D: -12	E: 4%	F: 1%	G: 23	H: 18%	I: -1	J: -8%	K: 2%
Cc1cc(C)c(C#N)c(OCc2ccc(Cl)nc2)n1
  A: 0%	B: -2%	C: -4%	D: -8	E: -3%	F: -5%	G: 0	H: -4%	I: 1	J: -6%	K: 3%
Cc1nc2ccccc2n1C(=O)c1cc(-c2ccc(Br)cc2)nc2ccccc12
  A: 9%	B: 8%	C: -7%	D: -11	E: u	F: 1%	G: -9	H: -6%	I: 0	J: -14%	K: 0%
O=C(NC1CC1)C1CC(=O)N(c2cccc(Cl)c2)C1 (centres undefined)
  A: -21%	B: 1%	C: -13%	D: 0	E: 3%	F: 0%	G: u	H: -2%	I: x	J: 8%	K: 14%
CCCCNCc1cc(Br)c(OCC(=O)NCc2ccccc2)c(OC)c1
  A: 3%	B: -3%	C: 4%	D: 0	E: -1%	F: 0%	G: -6	H: -13%	I: 1	J: -2%	K: 3%
Cc1cccc(NC(=O)CSc2nnc(-c3cc(C)[nH]n3)n2N)c1
  A: -34%	B: 8%	C: u	D: -2	E: u	F: -4%	G: 28	H: 6%	I: x	J: 3%	K: 0%
O=C(Nc1ccn(Cc2ccccc2F)n1)c1ccc(COc2cc(Cl)ccc2Cl)o1
  A: 12%	B: -5%	C: -1%	D: -11	E: 1%	F: -1%	G: 3	H: -1%	I: -3	J: x	K: -7%
CCOC(=O)N1CCC(Nc2c(N3CCN(c4cccc(C(F)(F)F)c4)CC3)c(=O)c2=O)CC1
  A: u	B: -5%	C: u	D: -45	E: -2%	F: -2%	G: 20	H: -2%	I: 0	J: x	K: -15%
Cc1ccc(C(=O)CC2(O)C(=O)N(C)c3ccc(Br)cc32)c(C)c1 (centres undefined)
  A: 16%	B: 1%	C: -13%	D: 2	E: 0%	F: -1%	G: -13	H: -4%	I: -2	J: 14%	K: 8%
Cc1cccc2cc(C#N)c(SCc3nnc(-c4ccccc4[N+](=O)[O-])o3)nc12
  A: -23%	B: 4%	C: u	D: 1	E: -8%	F: 4%	G: 31[activator]	H: 5%	I: -1	J: 6%	K: 3%
COc1ccc(-c2cc(C(F)F)n3ncc(C(=O)N4CCN(C(=O)c5ccco5)CC4)c3n2)cc1
  A: 36%	B: -6%	C: -8%	D: u	E: 1%	F: -4%	G: 11	H: -4%	I: 0	J: 10µM*	K: -8%
S=c1sc2c(N3CCN(Cc4ccccc4)CC3)ncnc2n1-c1ccccc1
  A: 2%	B: -3%	C: 0%	D: 3	E: 4%	F: 0%	G: -20	H: -4%	I: 0	J: 2%	K: -6%
CCn1c(O)c(/C=N/N=C/c2ccc(OC)cc2)c2cc(C3=NNC(=O)CC3)ccc21
  A: -1%	B: -1%	C: -1%	D: 3	E: -10%	F: 1%	G: u	H: -7%	I: -1	J: -2%	K: 7%
CC1CCN(c2ccc3nnc(CCC(=O)N4CCCCC4)n3n2)CC1
  A: -26%	B: -1%	C: 1%	D: 10	E: 3%	F: 2%	G: 6	H: -3%	I: 1	J: -9%	K: 3%
O=C(NCCc1csc(-c2cccnc2)n1)c1cccc2ccccc12
  A: u	B: -2%	C: -3%	D: -23	E: -3%	F: -2%	G: 16	H: -2%	I: 0	J: 10%	K: -19%
COC(=O)C1=C(C)N(Cc2ccccc2)C(=NCCN2CCOCC2)N[C@H]1CCc1ccccc1
  A: -14%	B: 6%	C: -6%	D: -8	E: 0%	F: 0%&0%	G: 25	H: 0%	I: -3	J: -11%	K: -2%

Looked up by structure from above:
Labels used below: A = RORgamma inh; B = NPC1 prom act; C = Gal4-VP16 FLuc; D = KCNH2 3.1 block; E = FLuc counter; F = Tb PFK block; G = Giardia killer; H = Rab9 prom act; I = Coupling enz; J = uPA surface inh; K = ELG1 genotox
Cc1ccc(C(=O)CC2(O)C(=O)N(C)c3ccc(Br)cc32)c(C)c1 (centres undefined)
  A: 16%	B: 1%	C: -13%	D: 2	E: 0%	F: -1%	G: -13	H: -4%	I: -2	J: 14%	K: 8%
O=C(NCCc1csc(-c2cccnc2)n1)c1cccc2ccccc12
  A: u	B: -2%	C: -3%	D: -23	E: -3%	F: -2%	G: 16	H: -2%	I: 0	J: 10%	K: -19%

Next section:
Labels used below: A = RORgamma inh; B = NPC1 prom act; C = Gal4-VP16 FLuc; D = KCNH2 3.1 block; E = FLuc counter; F = Tb PFK block; G = Giardia killer; H = Rab9 prom act; I = Coupling enz; J = uPA surface inh; K = ELG1 genotox
COc1ccc(CCNC(=O)CN(Cc2ccc(Cl)cc2)S(C)(=O)=O)cc1OC
  A: 32%	B: 13%	C: 4%	D: -8	E: 0%	F: -2%	G: 24	H: -1%	I: 4	J: -10%	K: -8%
COc1cccc(/C=C/C(=O)OCC(=O)N2CCN(S(=O)(=O)c3ccc(Cl)cc3)CC2)c1
  A: -1%	B: -1%	C: 7%	D: x	E: 2%	F: -1%	G: 0	H: -1%	I: x	J: 6%	K: -5%
O=C(N/N=C/c1ccc2ncccc2c1)c1ccco1
  A: 7.9µM*	B: u	C: u	D: -8	E: 1.3µM*	F: -5%	G: -13	H: 0.32µM*	I: -2	J: -13%	K: 2.6µM*
Cc1cc(C)c(-n2c(SCCS(=O)(=O)c3ccc(F)cc3)n[nH]c2=O)c(C)c1
  A: -16%	B: 2%	C: 3%	D: -4	E: 0%	F: 3%	G: -13	H: -2%	I: 2	J: -15%	K: 3%
Cc1ccc(NC(=O)CCNC(=O)c2ccc(Cl)cc2)nc1
  A: 35%	B: 12%	C: 6%	D: -11	E: u	F: 3%	G: 17	H: u	I: 6	J: -1%	K: u
Cc1ccc(-c2nc(NC(=O)CSc3nnc4scc(-c5ccccc5)n34)ns2)cc1
  A: u	B: -15%	C: u	D: -7	E: -2%	F: 1%	G: -8	H: -32%[inhibitor]	I: 7	J: 13%	K: -12%
CC(=O)NNc1ncnc2c1cnn2-c1ccc(C)c(Cl)c1
  A: u	B: 2%	C: u	D: 14	E: 24µM*	F: -5%	G: 3	H: 16%	I: 3	J: 1%	K: 16%
CC1(C)CC(=O)c2sc(NS(=O)(=O)c3ccc([N+](=O)[O-])cc3)nc2C1
  A: 7%	B: 11%	C: 6%	D: 3	E: -1%	F: 0%	G: 14	H: -3%	I: 8	J: 6%	K: 0%
O=C(/C=C/c1ccc(Cl)cc1Cl)Nc1ccncc1
  A: 19%	B: 29%	C: u	D: -23	E: 3.4µM*	F: -7%	G: 9	H: 27%	I: 2	J: 1%	K: u
O=C(O)CCCc1ccc2c(c1)CCc1ccccc1-2
  A: x	B: -1%	C: x	D: 4	E: 4.3µM*	F: -3%	G: -11	H: -1%	I: x	J: -10%	K: 10%
O=C(O)c1cc2nc3c(c(C(F)(F)F)n2n1)CCCC3
  A: -8%	B: -2%	C: 5%	D: 11	E: -10%	F: 1%	G: -4	H: 4%	I: 2	J: 1%	K: 1%
Cc1c(Nc2scc(-c3ccccc3)[n+]2-c2ccccc2)c(=O)n(-c2ccccc2)n1C
  A: 25%	B: -3%	C: 2%	D: -15	E: -6%	F: -1%	G: -15	H: -5%	I: -1	J: 7%	K: -1%
O=C(CCNC(=O)c1ccc([N+](=O)[O-])cc1)NCCCN1CCCC1=O
  A: -11%	B: -2%	C: 5%	D: x	E: 2%	F: 0%	G: -8	H: 2%	I: x	J: 1%	K: 5%
